TDP1 cell CPT = growth inhibition of DT40 Tdp1-/-;hTDP1 cells with camptothecin (screen for TDP1 inhibitors); chicken DT40 Tdp1-/-;hTDP1 cells + 20 nM CPT, ATP luminescence, 48 h; Potency, µM (highest dose often 46.2 µM), without a hit: at the highest dose activity change, negative = growth inhibition, actives largely listed as inhibitors; 12% of 420,000 active; note: nearly all actives have a fitted effect of over 55% in size
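Chicken DT40 Tdp1-/- cells complemented with human TDP1, 400 cells/well, exposed to compounds plus 20 nM camptothecin for at least 48 h at 37 C; viability read as ATP content by CellTiter-Glo luminescence.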
N370S GC mod = inhibitors or activators of N370S glucocerebrosidase for Gaucher disease | P04062 | N370S GC spleen homogenate, 4MU-glucoside fluorescence | Potency, µM (series often up to 59.4 µM), without a hit: at the highest dose activity change, negative = inhibition, most hits filed as inhibitors | 0.092% of 330,000 active | AID 2101;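 note: 0% = full enzyme activity and -100% = no enzyme basal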
FEN1 inh = inhibitors of human flap endonuclease 1; Recombinant FEN1 flap cleavage, fluorescence, 15 min; Potency, µM (titrated, usually from 114 µM), inactives show top-dose activity change, negative = inhibition, usual class: inhibitors; 0.35% of 390,000 active; note: nearly all actives have a fitted effect of over 65% in size
Target sequence (P39748 whole entry, looked up): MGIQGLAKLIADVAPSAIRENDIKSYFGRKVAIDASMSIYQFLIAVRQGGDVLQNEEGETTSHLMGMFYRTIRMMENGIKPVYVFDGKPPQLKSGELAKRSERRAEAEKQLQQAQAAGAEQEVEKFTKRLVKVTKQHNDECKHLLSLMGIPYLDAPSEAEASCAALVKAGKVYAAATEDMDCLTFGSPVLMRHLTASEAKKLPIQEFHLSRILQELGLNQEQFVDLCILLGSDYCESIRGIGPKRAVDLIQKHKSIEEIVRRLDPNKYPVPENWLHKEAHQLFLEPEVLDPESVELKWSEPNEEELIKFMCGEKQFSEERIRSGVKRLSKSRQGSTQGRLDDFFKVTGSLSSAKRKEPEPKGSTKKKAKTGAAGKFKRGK
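Reaction started by adding substrate (50 nM final) to 10 nM enzyme after 15 min room-temperature compound preincubation. Reads at 0 and 15 min, with data normalized and fitted to a four-parameter Hill equation.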
An asterisk follows results filed as active; ? = inconclusive; / = no result given. Calls come from the whole dose curve; as a rule, active = well fitted curve in the direction sought with a large enough effect; inconclusive = small, poorly fitted or top-dose-only effect, or another doubt; inactive = no such curve, though single readings can be large; an effect the other way counts as inactive or inconclusive. Unless noted, % is set by controls: 0 for no effect and ±100 for the full control effect; potency is the fitted concentration of half-maximal effect.

SMILES	TDP1 cell CPT	N370S GC mod	FEN1 inh
COc1ccc(C2CC(C)=C(C#N)S(=O)(=O)C2C#N)cc1 (stereo unspecified)	-1%	-18%	-8%
CC(C)CC(NC(=O)C1CCCCC1)C(=O)NC(C)c1ccccc1 (stereo unspecified)	1%	7%	-1%
O=C(CSc1ccc(F)cc1)NNC(=O)c1ccccc1Br	0%	-7%	-16%
CS(=O)(=O)N1CCN(C(=O)Cc2cccs2)CC1	-3%	0%	-6%
CCN(CC(=O)N1CCC(C)CC1)S(=O)(=O)c1ccc(C)cc1	?	2%	8%
CSc1ncccc1C(=O)NCC(c1cccs1)N1CCOCC1 (stereo unspecified)	1%	-3%	-1%
Cc1cccc(C)c1NC(=O)C(NC=O)c1ccccc1Cl (stereo unspecified)	-14%	6%	0%
COCCNC(=O)/C(C#N)=C/c1cccs1	0%	0%	1%
NS(=O)(=O)c1ccc(N/N=C/c2ccc(O)cc2O)c([N+](=O)[O-])c1	?	?	-24%
CCOC(=O)c1cnc2ccc(OC)cc2c1NCCc1ccccc1	?	/	?
O=c1c2ccccc2nnn1Cc1ccc(F)cc1	?	4%	3%
CCc1ccc(-c2nnn(CCC(=O)OC)n2)cc1	1%	7%	-1%
Cc1cccc(C)c1NC(=O)CCS(=O)(=O)c1ccc(Br)cc1	-3%	-1%	-1%
O=C(COc1ccc([N+](=O)[O-])cc1)Nc1cccnc1	18%	25%	4%
CC(C)CC(NS(=O)(=O)c1ccc2c(c1)oc(=O)n2C)C(=O)NC1CCCc2ccccc21 (stereo unspecified)	?	5%	18%
COc1ccc2[nH]c(=O)c(CN(Cc3cccs3)Cc3nnnn3C(C)(C)C)cc2c1	?	7%	-13%
N#Cc1c(C(F)(F)F)cc(-c2cccs2)nc1SCc1cccnc1	?	1%	-7%
CC(C)Cc1nnc(NC(=O)c2ccc3c(c2)NC(=O)C(C)S3)s1 (stereo unspecified)	?	-1%	5%
Cc1ccc(CNC(=O)Cc2coc3cc(C)cc(C)c23)cc1	-3%	/	12%
Cc1cc(NC(=O)CC2CCCC2)n(-c2nc3ccccc3[nH]2)n1	?	15%	-2%
COc1ccc(CCNc2oc(COc3cccc(C)c3)nc2C#N)cc1OC	?	/	-2%
COc1ccc(CCNc2ncnc3c2c(C)c(C)n3CCCN(C)C)cc1OC	-36%	-7%	-3%
CCN(CC)C(=O)Cn1cc(C(=O)C(=O)N2CCc3ccccc32)c2ccccc21	?	-8%	6%
Cc1ccc(NC(=O)c2noc3c2CC(C(C)(C)C)CC3)cc1 (stereo unspecified)	?	4%	1%
O=C1C=C(Nc2ccc(F)cc2)c2ccccc2C1=O	7.3µM*	/	1%
O=C(N/N=C/c1ccncc1)c1nc2ccccc2c(=O)[nH]1	-1%	-1%	1%
COc1ccc(NC(=O)c2c(NC(=O)CNCC(C)C)sc3c2CCC3)c(OC)c1	4.1µM*	5%	-3%
NS(=O)(=O)c1ccc(NC(=O)CN2CCCc3ccccc32)cc1	-22%	7%	-4%
O=c1c(F)cn(C2CCCO2)c(=O)n1Cc1ccccc1Cl (stereo unspecified)	-1%	1%	3%
CCOC(=O)C1CCCN(Cc2cn[nH]c2-c2ccc(F)cc2F)C1 (stereo unspecified)	5%	-2%	4%

16 compounds out of the list, ordered by formula weight, smallest number first:
SMILES	TDP1 cell CPT	N370S GC mod	FEN1 inh
CCc1ccc(-c2nnn(CCC(=O)OC)n2)cc1	1%	7%	-1%
O=C1C=C(Nc2ccc(F)cc2)c2ccccc2C1=O	7.3µM*	/	1%
O=C(COc1ccc([N+](=O)[O-])cc1)Nc1cccnc1	18%	25%	4%
O=C(N/N=C/c1ccncc1)c1nc2ccccc2c(=O)[nH]1	-1%	-1%	1%
Cc1ccc(CNC(=O)Cc2coc3cc(C)cc(C)c23)cc1	-3%	/	12%
Cc1ccc(NC(=O)c2noc3c2CC(C(C)(C)C)CC3)cc1 (stereo unspecified)	?	4%	1%
Cc1cc(NC(=O)CC2CCCC2)n(-c2nc3ccccc3[nH]2)n1	?	15%	-2%
O=c1c(F)cn(C2CCCO2)c(=O)n1Cc1ccccc1Cl (stereo unspecified)	-1%	1%	3%
NS(=O)(=O)c1ccc(NC(=O)CN2CCCc3ccccc32)cc1	-22%	7%	-4%
CC(C)Cc1nnc(NC(=O)c2ccc3c(c2)NC(=O)C(C)S3)s1 (stereo unspecified)	?	-1%	5%
N#Cc1c(C(F)(F)F)cc(-c2cccs2)nc1SCc1cccnc1	?	1%	-7%
COc1ccc(CCNc2oc(COc3cccc(C)c3)nc2C#N)cc1OC	?	/	-2%
Cc1cccc(C)c1NC(=O)CCS(=O)(=O)c1ccc(Br)cc1	-3%	-1%	-1%
CCN(CC)C(=O)Cn1cc(C(=O)C(=O)N2CCc3ccccc32)c2ccccc21	?	-8%	6%
COc1ccc(CCNc2ncnc3c2c(C)c(C)n3CCCN(C)C)cc1OC	-36%	-7%	-3%
COc1ccc2[nH]c(=O)c(CN(Cc3cccs3)Cc3nnnn3C(C)(C)C)cc2c1	?	7%	-13%

Further structures follow:
SMILES	TDP1 cell CPT	N370S GC mod	FEN1 inh
Cc1ccc(-n2nc3c(=O)n(CC(=O)NCCc4ccc(Cl)cc4)nc(C)c3c2C)cc1	?	-26%	8%
CC(=O)Cc1nsc(NC(=O)c2ccc(COc3cccc(C)c3)o2)n1	?	-7%	4%
CCC(C)Nc1nc2c(c(=O)[nH]c(=O)n2C)n1Cc1ccc(F)cc1 (stereo unspecified)	-10%	/	2%
Cc1ccc(-c2nc(CS(=O)CC(=O)NCCN3CCCC3)c(C)o2)cc1 (stereo unspecified)	?	-4%	29%
CCCN1C(=O)/C(=C2/C=Cc3ccccc3N2CC)SC1=S	?	4%	-20%
Cn1c(CNC(=O)c2ccco2)nnc1SCC(=O)c1ccccc1	12%	13%	-2%
CCOc1ccc(OCCC(=O)OCC(=O)Nc2ccc3c(c2)OCCO3)cc1	5%	0%	-10%
COc1cc(C(=O)/C=C/Nc2ccc(NC(C)=O)cc2)cc(OC)c1OC	?	12%	0%
COc1ccc(C(=O)NCC(c2cccnc2)N2CCN(c3ccccc3OC)CC2)cc1OC (stereo unspecified)	21µM*	-1%	15%
CCOc1ccc(NC(=O)c2ccc(-c3csc(C)n3)cc2)cc1	5%	-12%	0%
FC(F)Sc1ccc(NC(=S)NC2CCCCC2)cc1	?	4%	-25%
S=C1NC(c2ccccc2)N2C(=S)NC(c3ccccc3)N12 (stereo unspecified)	2%	0%	-15%
O=C(COC(=O)COc1ccccc1)Nc1ncc([N+](=O)[O-])s1	23µM*	/	?
O=C(Nc1cccc([N+](=O)[O-])c1)Nc1cnccn1	1%	-18%	11%
N#CC(=C(c1ccccc1)c1ccccc1)c1ccccc1	-8%	/	-3%
CC1=C(C(=O)Nc2ccccc2)C(c2cccs2)n2nc(SCc3ccccc3)nc2N1 (stereo unspecified)	-19%	/	-6%
O=C(c1ccc2ccccc2c1)N1CCCC1	-9%	2%	4%
O=C(c1ccco1)N1CCN(C(c2ccccc2Cl)c2nnnn2Cc2cccs2)CC1 (stereo unspecified)	?	11%	-9%
CCc1cccc(NC(=O)CCc2c(C)nc3c(c2C)c(=O)n(C)c(=O)n3C)c1	23µM*	/	11%
CCN(CC)CC(=O)Nc1nn(-c2ccccc2)nc1C(N)=O	-7%	4%	17%
Cc1ccccc1N=Nc1c(C)[nH]n(-c2ccccc2)c1=O	9%	2%	2%
COc1cc(CC(=O)Nc2nc(-c3ccccc3)c(C(C)=O)s2)cc(OC)c1OC	-28%	0%	6%
Cc1ccc(S(=O)(=O)CCN2CCN(c3ccccc3)CC2)cc1	-13%	-2%	-12%
CCc1c2c(nc3ccc4c(c13)OCCO4)-c1nc3ccccc3c(=O)n1C2	/	9%	8%
O=C1C(=O)N(CCN2CCOCC2)C(c2cccc(Cl)c2)/C1=C(\O)c1ccc2c(c1)OCCO2 (stereo unspecified)	-25%	-9%	-2%
CN(Cc1ccccc1)c1ccc(C(CC(N)=O)NC(=O)Cc2cccc3ccccc23)cc1[N+](=O)[O-] (stereo unspecified)	-20%	-13%	13%
COc1cc(Cl)c(C)cc1NC(=O)c1cnn(-c2ccc(F)cc2F)c1C1CCN(C(=O)OC(C)(C)C)CC1	?	/	-16%
Cc1nn(-c2ccccc2)c2sc(C(=O)OCC(=O)N3CCCCC3)cc12	-13%	8%	5%
COc1cc(COC(=O)Oc2ccc(CNC(C)=O)cc2OC)c([N+](=O)[O-])cc1OC	2%	-17%	-24%
COC(=O)Cc1c(C)[nH]n(-c2cc(Cl)cc(Cl)c2)c1=O	3%	-5%	-19%
COc1ccc(Cl)cc1NC(=O)CN(C)C(=O)CCC(=O)c1cc(C)sc1C	?	?	-17%
CCN(CC)S(=O)(=O)c1ccc(-c2nnc(SCC(=O)N3CCOCC3)o2)cc1	-2%	-5%	5%
CC(C)(C)SC(=O)CC1NS(=O)(=O)OC2CCCCC12 (stereo unspecified)	?	-7%	1%
CC1CCN(CCOc2ccc(Cl)c(Cl)c2)CC1	1%	-3%	-9%
Nc1ccc2c(c1)COc1ccccc1O2	-17%	1%	10%
COc1cc(CNc2ccc(N3CCCC3)cc2)ccc1OCc1ccccc1F	3.7µM*	-18%	2%
Cn1c(SCc2cccc([N+](=O)[O-])c2)nc2ccccc2c1=O	16µM*	/	-9%
Cc1cccc(C)c1NC(=O)c1sccc1SCc1cccc(C(F)(F)F)c1	16µM*	9%	-13%
O=S1(=O)c2ccc(Br)cc2N2CCC[C@@H]2CN1Cc1ccc(Cl)cc1	?	/	16%
Cc1ccc(C(=O)Nc2nnc(C)s2)o1	-1%	/	-12%
O=S1(=O)c2ccccc2N(Cc2ccc(F)cc2)c2ccccc21	?	/	-15%
Cc1ccc(C2C(C(=O)c3cccs3)=C(O)C(=O)N2CCN2CCOCC2)o1 (stereo unspecified)	-3%	-10%	0%
Nc1ccc(C(=O)OCC(=O)NC(=O)c2ccccc2)cc1[N+](=O)[O-]	21%	-1%	-1%
CCCCn1c(N)c(N(CC(C)C)C(=O)CSc2nnc(-c3ccc(Cl)cc3)o2)c(=O)[nH]c1=O	11%	-1%	12%
Nc1nccnc1C(=O)OCC(=O)Nc1cccc(S(=O)(=O)N2CCCCC2)c1	0%	6%	-13%
CC(=O)N/N=C/c1cc(C(C)C)cc(/C=N/NC(C)=O)c1O	?	18%	-3%
O=C(O)c1cn(Cc2ccccc2)c2ccc(Cl)cc2c1=O	?	19%	-4%
CCCC(=O)C1=C(O)C(C(=O)OC)C(C)(C)CC1=NC(C)C (stereo unspecified)	4%	2%	2%
C=CCN(CC=C)C(=O)c1ccc(OC2CCN(Cc3ccccn3)CC2)cc1	3%	0%	1%
CCOC(=O)CCc1c(C)nc2c(c(C)nn2-c2ccccc2)c1C	?	1%	-11%
Cc1ccc(-c2nnn(CCC(=O)N3CCCCC3C)n2)cc1 (stereo unspecified)	?	24%	3%
CCOC(=O)c1c(S(=O)(=O)Nc2ccc(C)cn2)c(C)n(C)c1C	?	7%	0%
O=c1c2sc3nc(N4CCOCC4)c4c(c3c2ncn1-c1ccccc1)CCCC4	?	23%	-5%
COc1ccc(C(=O)NCc2nnc(SCC(=O)Nc3ccccc3OC)n2C)cc1	-13%	-2%	-7%
Cn1c(=O)n(-c2ccc3c(c2)OCO3)c2nc(-c3ccccc3)nc(C(N)=O)c21	-1%	/	-1%
COc1ccccc1NC(=O)c1sc2nc(C)c(C(=O)Nc3ccc(C)cc3C)c(-c3ccccc3Cl)c2c1N	3%	/	13%
CCN(C(=O)CSc1nnc(-c2ccc(OC(F)F)cc2)n1N)C1CCS(=O)(=O)C1 (stereo unspecified)	-2%	1%	2%
CCc1ccc(CCC(=O)Nc2ccccc2C(=O)O)o1	-8%	1%	-8%
CC(Oc1ccc(Cl)cc1Cl)C(=O)NC1=NN(c2ccccc2)C(=O)C1 (stereo unspecified)	4%	7%	-10%
COc1ccccc1OCCOCCOc1ccccc1Cl	12%	5%	-11%
Later entries:
SMILES	TDP1 cell CPT	N370S GC mod	FEN1 inh
Cc1[nH]c2ccc(F)cc2c1CCNC(=O)C1CCCCC1C(=O)OCC(F)(F)F (stereo unspecified)	-1%	-5%	0%
COC(=O)N/N=C/c1cc(C)n(-c2ccc(F)cc2)c1C	-17%	1%	-3%
O=C(O)c1ccc(CNS(=O)(=O)c2ccc(Oc3ccccc3Cl)cc2)cc1	0%	-12%	-17%
Cc1ccc2c(COC(=O)CNC(=O)c3ccccc3)cc(=O)oc2c1	-21%	10%	-2%

Compound activity: PubChem BioAssay, National Center for Advancing Translational Sciences (NCATS)

An excerpt, so the mix of outcomes need not match the whole.
